From PubChem
APJ antag: antagonists of human APJ apelin receptor; inhibition, % at 20 µM; P35414; 330,000 compounds, 0.32% hits; CHO-K1 APJ beta-arrestin complementation, luminescence; AID 2521;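 active = inhibition above about 40% at 20 µM, limit read from the data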;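 also: cells challenged with 10 nM apelin-13 agonist together with compound; plate controls were apelin-13 plus DMSO wells for no effect and DMSO wells lacking apelin-13 for full effect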
UPR XBP1 act: activators of adaptive arm of unfolded protein response (XBP1); CHO-XBP1 luciferase reporter, IRE1-XBP1 UPR activation, luminescence; percent of tunicamycin response, DMSO as zero; 330,000 compounds, 0.33% hits; AID 463104; activation, % at 20 µM;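 active = versus positive control, 20 µM dose yields 30% or more activation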;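 also: 100% = tunicamycin at 10 µg/mL and 0% = DMSO only wells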
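Material – CHO cell line with stable XBP1 luciferase reporter · Buffer or medium – F12 plus 10% FBS · Compound – single point, 20 µM final compound, 1% DMSO · Schedule – 16-18 h cell attachment at 37 °C, then 6 h compound exposure · Signal – Steady-Glo luminescence read · Benchmarks – high control tunicamycin 10 µg/mL final, low control DMSO vehicle only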
CXCR6 inh: CXCR6 (human) receptor inhibition. O00574. CHO-K1 PathHunter CXCR6 beta-arrestin, luminescence. inhibition, % at 20 µM. 360,000 compounds, 0.36% hits; in the data active = inhibition above about 34%, passing the limit was not always enough;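 also: antagonist mode with CXCL16 agonist at 10 nM final; 0% = 10 nM CXCL16 with DMSO and 100% = unstimulated wells without agonist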
Target sequence (O00574 whole entry, looked up): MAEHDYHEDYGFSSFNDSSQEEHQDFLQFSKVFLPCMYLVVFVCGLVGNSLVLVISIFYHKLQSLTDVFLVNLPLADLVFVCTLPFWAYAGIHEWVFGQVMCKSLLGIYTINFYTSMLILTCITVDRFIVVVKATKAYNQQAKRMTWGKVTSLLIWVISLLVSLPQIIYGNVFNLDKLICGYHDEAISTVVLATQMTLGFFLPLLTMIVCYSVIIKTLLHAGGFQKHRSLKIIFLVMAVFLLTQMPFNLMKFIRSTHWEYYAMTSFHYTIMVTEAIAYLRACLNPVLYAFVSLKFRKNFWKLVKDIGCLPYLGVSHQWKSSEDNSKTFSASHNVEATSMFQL
CCR6 antagonist: blocks CCL20-driven beta-arrestin recruitment at human CCR6; inhibition, % at 20 µM; P51684; CHO-K1 CCR6 PathHunter beta-arrestin, luminescence, CCL20-stimulated; 340,000 compounds, 0.49% hits; AID 493098;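 active = compounds whose inhibition of the agonist-driven luminescence signal at 20 µM reaches about 50%, limit read from the data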;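 also: cells stimulated with CCL20 at 14 nM final; plate controls were DMSO with CCL20 for no effect and DMSO without agonist for full effect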
Target sequence (P51684 whole entry, looked up): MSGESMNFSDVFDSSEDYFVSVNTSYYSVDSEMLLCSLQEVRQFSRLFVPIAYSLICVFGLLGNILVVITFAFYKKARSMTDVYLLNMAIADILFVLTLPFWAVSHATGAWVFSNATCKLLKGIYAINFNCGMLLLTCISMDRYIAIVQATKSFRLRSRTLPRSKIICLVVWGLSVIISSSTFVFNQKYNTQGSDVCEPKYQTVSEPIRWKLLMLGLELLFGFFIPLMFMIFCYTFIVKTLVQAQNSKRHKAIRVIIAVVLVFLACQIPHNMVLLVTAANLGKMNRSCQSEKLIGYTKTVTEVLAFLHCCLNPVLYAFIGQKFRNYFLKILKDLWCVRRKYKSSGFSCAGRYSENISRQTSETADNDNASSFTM
EBI2 block: antagonists of human EBI2 receptor; EBI2 beta-arrestin recruitment, luminescence, 7a,25-OHC stimulated; inhibition, % at 5 µM; 360,000 compounds, 0.81% hits; AID 651636; in the data active = inhibition above about 38%;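 also: enzyme fragment complementation signal reports receptor beta-arrestin coupling in cells; 0% = agonist plus DMSO wells and 100% = wells without agonist; some results beyond the cut were filed as inactive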
Target sequence (P32249 whole entry, looked up, the tested form may be a part): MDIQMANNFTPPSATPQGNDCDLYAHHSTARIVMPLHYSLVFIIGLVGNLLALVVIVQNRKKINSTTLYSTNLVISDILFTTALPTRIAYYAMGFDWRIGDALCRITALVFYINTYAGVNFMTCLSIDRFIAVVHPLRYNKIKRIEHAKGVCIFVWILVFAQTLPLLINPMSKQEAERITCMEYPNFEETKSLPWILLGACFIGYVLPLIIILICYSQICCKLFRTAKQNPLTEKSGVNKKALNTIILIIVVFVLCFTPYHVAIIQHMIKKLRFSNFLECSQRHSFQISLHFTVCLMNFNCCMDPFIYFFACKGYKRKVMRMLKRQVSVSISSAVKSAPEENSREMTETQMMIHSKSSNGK
tim23-1 inh: growth inhibitors of tim23-1 mutant yeast; S. cerevisiae tim23-1 growth, BacTiter-Glo luminescence, 24 h; inhibition, % at 20 µM; 330,000 compounds, 1.3% hits; AID 463212;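 active = growth inhibition of the mutant yeast at or above 50%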;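 also: temperature-sensitive mutant grown at 25 °C; plate controls were DMSO-treated mutant yeast for no effect and medium wells lacking yeast for full effect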
APJ agonist: agonists of human APJ apelin receptor. P35414. CHO-K1 APJ PathHunter beta-arrestin, luminescence; 0% DMSO wells, 100% apelin. activation, % at 20 µM. 330,000 compounds, 0.11% hits. AID 2520;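 active = activation more than six SD over the plate average, tested at 20 µM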;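 also: 0% = DMSO alone and 100% = apelin-13 at 10 nM; some results filed as inactive read as strong as hits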
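assay system = CHO-K1 APJ beta-arrestin complementation cell line | input = cell density 1000 per well | dosing = compound 20 µM once, DMSO 1% | timing = compound 90 min 25 °C, reagent 1 h | measured by = luminescence from split beta-galactosidase complementation, Galacton Star/Emerald II substrate | read-out basis = APJ agonist activity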
Mdm2-MdmX inh: disrupts the human Mdm2-MdmX interaction. inhibition, % at 8 µM. SaOS-2 split-luciferase Mdm2/MdmX complementation, luminescence. 330,000 compounds, 3% hits. O15151+Q00987;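 active = inhibition of at least 50% at 8 µM in the primary screen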
CHOP UPR activ: apoptotic UPR (CHOP) activation | CHO-CHOP luciferase reporter, luminescence; percent of tunicamycin response over DMSO baseline | activation, % at 10 µM | 330,000 compounds, 0.34% hits;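 active = at 10 µM dose, activation of 40% or more, normalized to positive control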;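 also: 100% = tunicamycin at 10 µg/mL and 0% = DMSO alone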
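Test system: CHO CHOP reporter cells. Input: 500 CHO-CHOP cells per well. Medium: F12 with 10% FBS. Technique: luciferase luminescence. Measure: percent activation relative to tunicamycin control. Dosing: 10 µM compound, 0.5% DMSO. Timing: 16-18 h cell attachment, then 6 h compound exposure, 37 °C.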
An asterisk follows results filed as active; . = not tested or not shown. Not all compounds are listed; rates above refer to the full screens.

A first look (3 entries):
SMILES	APJ antag	UPR XBP1 act	CXCR6 inh	CCR6 antagonist	EBI2 block	tim23-1 inh	APJ agonist	Mdm2-MdmX inh	CHOP UPR activ
O=C(c1cccc(C(F)(F)F)c1)N1CCC(O)(CS(=O)(=O)Cc2ccc(Cl)cc2)CC1	-6	-2	-1	1	-13	-2	-3	-1	-2.7
CC1CCCCC1NC(=O)CCS(=O)(=O)c1cccc2nonc12 (stereo unspecified)	-3	0	3	9	-7	4	9	7	-2.8
CCCOc1ccc(C(=O)CCC(=O)NNC(=O)Cn2nc(C)cc2C)cc1	12	7	-5	1	-10	-9	-1	2	0.3

This part in full, from the start:
SMILES	APJ antag	UPR XBP1 act	CXCR6 inh	CCR6 antagonist	EBI2 block	tim23-1 inh	APJ agonist	Mdm2-MdmX inh	CHOP UPR activ
O=C(c1cccc(C(F)(F)F)c1)N1CCC(O)(CS(=O)(=O)Cc2ccc(Cl)cc2)CC1	-6	-2	-1	1	-13	-2	-3	-1	-2.7
CC1CCCCC1NC(=O)CCS(=O)(=O)c1cccc2nonc12 (stereo unspecified)	-3	0	3	9	-7	4	9	7	-2.8
CCCOc1ccc(C(=O)CCC(=O)NNC(=O)Cn2nc(C)cc2C)cc1	12	7	-5	1	-10	-9	-1	2	0.3
Cc1cccn2c(=O)c(/C=C(\C#N)C(=O)NCc3ccco3)c(N3CCCCCC3)nc12	23	-1	10	20	15	53*	-5	27	0.2
Cc1sc2nc(SCC(=O)N(CCO)CCO)n(C3CCCCC3)c(=O)c2c1C	-4	-2	-7	-16	-1	-1	1	14	0.6
CCN1CCN(CCC(=O)Nc2ccccc2C)CC1	-7	-3	5	-1	-11	6	-3	10	3.4
CCOC(=O)CCNC(=O)c1ccccc1Br	6	1	1	11	1	21	5	-3	0.3
COc1cccc(CNC(=O)CSc2nnc3c(n2)[nH]c2ccc(OC)cc23)c1	6	0	0	3	1	1	-1	31	0.6
Cn1cc([N+](=O)[O-])c(C(=O)N/N=C/c2ccncc2)n1	6	-7	-4	2	0	5	1	28	2.0
Cc1c([N+](=O)[O-])cc(C(=O)N2CCOCC2)cc1[N+](=O)[O-]	9	0	6	-11	-2	11	1	-8	4.7
CC1Sc2ccc(S(=O)(=O)NCCc3ccccc3)cc2NC1=O (stereo unspecified)	-9	-4	-5	8	-4	24	4	20	1.3
O=P(O)(O)COc1ccccc1P(=O)(c1ccccc1)c1ccccc1	17	-1	-5	11	9	12	6	25	-2.3
C[C@H](NC(=O)N1CCn2c1nc1ccccc12)C(=O)NC1CC1	12	-1	3	10	-3	-2	0	12	2.7
CC(C)NS(=O)(=O)c1ccc(Br)c(C(=O)OC(C)C(=O)NC2CCCCC2C)c1 (stereo unspecified)	11	-6	6	2	1	15	7	33	0.8
CC(C)Cc1ccc(C#N)c(SCC(N)=O)n1	10	-1	5	3	4	2	1	24	-0.6
O=C(Nc1ccncc1)c1cc2ccccc2cc1O	-213	-2	-40	-32	-35	8	47*	-155	1.7
CCCCNC(=O)Nc1cc(C(=O)OC)ccc1C	-4	-4	-6	0	4	4	-4	1	-1.1
CCNC(=O)CC1C(=O)N(C)C(=S)N1NC(=O)c1ccc(Cl)cc1 (stereo unspecified)	7	0	-4	-13	3	8	1	-1	1.6
Cc1ccc(OCCSc2nc3ccccc3n2CC(=O)O)cc1C	15	-1	2	12	-6	8	-1	13	0.4
O=[N+]([O-])c1nn(-c2ccc3c(c2)OCCO3)n(O)c1=NC1CCN(Cc2ccccc2)CC1	-17	-1	-20	-21	0	7	5	10	0.8
Cc1cccc([C@@H]2[C@@H]3C(=O)N(C)C(=O)[C@@H]3[C@@H]3C(=O)Nc4ccccc4C(=O)N23)c1	-2	-2	-5	11	-6	8	3	33	2.1
CN(C(=O)COC(=O)c1cc(NS(=O)(=O)c2cc([N+](=O)[O-])ccc2Cl)ccc1O)C1CCCCC1	-2	-7	-3	11	21	23	2	-18	0.3
NC(=O)c1ccccc1NC(=O)CN1CCN(Cc2ccc(Cl)cc2Cl)CC1	10	-4	-1	-4	0	12	-3	19	-0.4
COc1ccccc1-c1sc2cc3c(cc2c1C#CC1(O)CCCCC1)OCO3	-2	-1	-2	18	12	33	-2	1	-0.6
O=C(COc1ccc(S(=O)(=O)N2CCCCC2)cc1)NCc1ccncc1	10	-2	-1	18	-5	5	1	17	-2.0
SMILES	APJ antag	UPR XBP1 act	CXCR6 inh	CCR6 antagonist	EBI2 block	tim23-1 inh	APJ agonist	Mdm2-MdmX inh	CHOP UPR activ
Cc1cnc(CNC(=O)C2CCC(=O)N(Cc3ccc(Cl)cc3)C2)[nH]1 (stereo unspecified)	5	-2	-4	13	-8	-7	-1	9	-0.5
Cn1c(=O)cc(SCC(=O)NCCC2=CCCCC2)c2ccc(Cl)cc21	-2	3	-4	-2	1	12	-4	-6	-0.3
C/C(=N/NC(=O)CSc1ccccn1)c1ccc([N+](=O)[O-])cc1	-10	-1	1	17	-3	5	3	4	1.7
C=CCNC(=O)c1ccc2c(c1)N(CC)C(=O)c1ccccc1S2	9	0	-9	13	1	14	-3	15	-1.0
CCOc1ccc(N(CC(=O)NCCc2ccccc2)C(=O)CCC(=O)Nc2cc(C)ccn2)cc1	17	-3	2	3	-7	-4	-1	-1	0.0
CCOc1ccc(N2C(=O)/C(=C/c3cccs3)N(C)C2=S)cc1	12	1	15	-7	27	9	2	16	-0.2
CC(=O)OCC(=O)c1c[nH]c2ccccc12	-9	-1	1	6	2	-15	-3	2	0.2
CC(C)(C)OC(=O)N1CCCC(C(=O)Nc2ccc(C(=O)N3CCOCC3)cc2)C1 (stereo unspecified)	9	-1	3	3	-8	18	-3	20	0.6
COc1cc(/C=C/C(=O)c2ccc(NS(=O)(=O)c3ccc(C)cc3)cc2)ccc1OC(F)F	-6	-3	7	10	34	23	-3	92*	15
O=C(OCCN=C1NS(=O)(=O)c2ccccc21)c1ccncc1	-2	0	-2	-7	-2	0	-3	21	0.8
Cc1nc(-c2ccc(C(=O)Nc3cc(S(N)(=O)=O)ccc3C)cc2)cs1	-21	-2	2	-11	-15	22	-2	-7	3.8
COC(=O)c1cc(NC(=O)Nc2ccccc2)ccc1Cl	-4	2	-14	5	10	2	-1	2	8.2
COc1cccc(CNC(=O)CCCc2c[nH]c3ccccc23)c1	6	-1	-2	4	16	14	16	20	-0.5
COc1cccc(-c2nc(COc3ccc(Cl)cc3Cl)no2)c1	17	1	7	12	4	14	1	-4	2.1
CN1CCN(c2nc3c(c(=O)[nH]c(=O)n3C)n2Cc2ccccc2F)CC1	3	-2	-6	-3	6	8	-2	21	1.5
CCOc1ccccc1C(=O)Nc1cc(OC)ccc1OC	6	5	1	6	14	42	-3	-26	0.2
Cc1cccc(N2C(=O)c3ccc(C(=O)Nc4ccccn4)cc3C2=O)c1	-12	-3	2	18	3	20	-2	13	6.4
Cc1cccnc1CCNC(=O)C1CCC(=O)N(Cc2cccc(F)c2)C1 (stereo unspecified)	10	-3	-7	10	3	-10	-1	16	-0.8
COC(=O)c1cccc(Cn2cc([N+](=O)[O-])cn2)c1	-15	0	.	.	.	19	-4	-1	-1.7
CS(=O)(=O)c1ccc(NC(=O)CCN2C(=O)C3CCCCC3C2=O)cc1 (stereo unspecified)	17	1	-4	-1	2	14	0	21	1.2
CCN1CCN(CCNC(=O)Cn2c(=O)c3cccn3c3ccc(F)cc32)CC1	26	-2	-1	4	-5	9	0	-14	1.8
Cc1cc(C)c2cc(CN(CCCO)S(=O)(=O)c3ccccc3F)c(=O)[nH]c2c1	19	0	2	-10	4	10	2	33	0.7
Cc1ccc(S(=O)(=O)NC(=O)NCc2ccc3c(c2)OCO3)cc1	-2	-2	-5	-5	-7	12	-3	13	1.7
Cc1ccc(N2CC(O)Cn3c2nc2c3c(=O)[nH]c(=O)n2C)cc1 (stereo unspecified)	-14	-4	-10	-19	-23	16	-4	-30	3.3
CCOC(=O)C1=C(COC(=O)C(CC)c2ccccc2)NC(=O)NC1C (stereo unspecified)	7	1	2	-1	11	10	-2	35	-0.3

Printed as active in Mdm2-MdmX inh, of those listed so far:
Molecule	APJ antag	UPR XBP1 act	CXCR6 inh	CCR6 antagonist	EBI2 block	APJ agonist	Mdm2-MdmX inh
COc1cc(/C=C/C(=O)c2ccc(NS(=O)(=O)c3ccc(C)cc3)cc2)ccc1OC(F)F	-6	-3	7	10	34	-3	92*

Next section
SMILES	APJ antag	UPR XBP1 act	CXCR6 inh	CCR6 antagonist	EBI2 block	tim23-1 inh	APJ agonist	Mdm2-MdmX inh	CHOP UPR activ
COc1ccccc1NC(=O)C1=C(C)Nc2nc(-c3ccccc3)nn2C1c1ccccn1 (stereo unspecified)	1	0	7	-2	-4	-2	4	20	-0.8
Cc1cc(C(F)(F)F)n(-c2nc(C(=O)N/N=C/c3ccc(F)cc3)cs2)n1	15	-2	6	2	7	12	-1	-7	-2.0
Cc1nc2oc3ccccc3c(=O)c2cc1C(=O)O	10	-2	-3	2	4	9	-4	12	0.8
COc1ccc(CCNC(=S)NC(=O)c2cc(OC)c(OC)c(OC)c2)cc1OC	7	-1	0	8	-1	-3	3	9	-1.7
COc1ccc(C)cc1NC(=O)c1sc2nc(C)nc(N3CCOCC3)c2c1C	9	3	-1	0	26	-18	0	12	2.2
COCCN(Cc1ccccc1)C(=O)Cc1ccc(S(=O)(=O)N2CCOCC2)s1	9	0	-8	4	0	12	-2	0	0.1
COc1ccccc1N1CCN(CCCNC(=O)Nc2ccccc2C)CC1	-2	-1	4	1	-5	-9	0	-23	0.4
Cc1ccc(N=C2NC(=O)C(CC(=O)O)S2)cc1 (stereo unspecified)	0	-2	-1	7	-34	10	-1	0	0.6
O=C(COc1ccc2c3c(c(=O)oc2c1)CCCC3)NCc1ccncc1	7	-3	1	7	-5	2	-3	30	0.8
O=c1c2ccccc2nc(N/N=C/c2ccccc2)n1O	-2	-2	-3	0	-13	-8	0	-1	2.5
Cc1ccccc1OCc1nnc(SCC(=O)Nc2ccc3c(c2)oc2ccccc23)n1C	5	1	-9	-16	10	-20	-3	12	-1.0
Cc1ccccc1NC(=O)COc1nsnc1N1CCOCC1	2	1	-8	13	4	13	9	7	1.5
CCOC(=O)c1c(C)cc(C)[nH]c1=O	-7	-3	1	15	-13	6	2	-2	-1.4
COc1ccc2[nH]cc(CCNC(=O)c3ccco3)c2c1	17	1	-4	1	4	-4	-1	13	0.7
CCn1c(COc2cccc(C)c2)nc2ccccc21	17	0	-8	17	0	30	-3	2	-1.6
C/C(=N\Nc1ccc([N+](=O)[O-])cc1)c1ccc(-n2nncc2C)cc1	12	0	7	30	11	10	-1	-8	0.3
O=C(c1ccccn1)N1N=C2/C(=C/c3ccccc3)CCCC2C1c1ccccc1 (stereo unspecified)	0	1	-5	19	5	25	-3	11	0.2
COC(=O)c1ccccc1Oc1ccc(NC(=O)CCCl)cc1	-17	0	-9	-3	4	34	-1	14	-0.8
